CR mimetic SO – reduction of superoxide in aged yeast, primary screen, HTS. 0.18% of 330,000 active. superoxide response (% of plate mean), % at 10 µM. AID 2690, 2010. S. cerevisiae aged cells, superoxide DHE fluorescence; active compounds read low;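 active = superoxide response under a set limit, about three screen SD below normal, cut at about 65% in these data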;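 note: yeast aged for seven days with compound at 30 °C before DHE staining; 100% = average MFI of all compound-treated wells on the plate with controls excluded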
AHR act – AHR activators, primary screen, cell-based, luminescence, luciferase reporter, human; 2.5% of 320,000 active; AID 2796, 2010; activation, % at 5 µM; Aryl hydrocarbon receptor (Homo sapiens), P35869; AHR-responsive luciferase reporter cells; in the data active = activation above about 47%;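 note: 0% = vehicle wells and 100% = reference agonist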
Target sequence (P35869 whole entry, looked up): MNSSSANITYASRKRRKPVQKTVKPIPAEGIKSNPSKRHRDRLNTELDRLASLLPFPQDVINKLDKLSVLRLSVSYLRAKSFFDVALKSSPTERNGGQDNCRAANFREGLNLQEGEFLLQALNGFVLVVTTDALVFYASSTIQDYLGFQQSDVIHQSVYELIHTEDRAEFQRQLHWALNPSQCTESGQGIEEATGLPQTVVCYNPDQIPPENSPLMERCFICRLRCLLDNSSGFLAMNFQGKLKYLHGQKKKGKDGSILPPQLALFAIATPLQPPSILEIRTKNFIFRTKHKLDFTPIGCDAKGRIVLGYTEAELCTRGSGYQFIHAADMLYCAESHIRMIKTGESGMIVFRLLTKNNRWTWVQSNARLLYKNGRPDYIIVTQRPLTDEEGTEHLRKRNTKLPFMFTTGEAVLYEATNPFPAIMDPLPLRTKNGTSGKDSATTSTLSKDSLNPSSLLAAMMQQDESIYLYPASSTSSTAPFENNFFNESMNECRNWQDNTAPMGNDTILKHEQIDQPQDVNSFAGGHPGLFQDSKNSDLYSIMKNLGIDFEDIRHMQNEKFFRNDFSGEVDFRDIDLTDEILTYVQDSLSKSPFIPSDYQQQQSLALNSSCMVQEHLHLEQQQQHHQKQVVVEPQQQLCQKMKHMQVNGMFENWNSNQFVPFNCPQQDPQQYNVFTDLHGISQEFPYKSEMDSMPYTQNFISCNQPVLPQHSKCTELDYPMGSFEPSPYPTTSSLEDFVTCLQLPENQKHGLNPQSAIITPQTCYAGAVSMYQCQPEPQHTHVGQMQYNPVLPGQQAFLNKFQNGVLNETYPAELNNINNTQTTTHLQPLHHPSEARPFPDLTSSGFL
CIT2 TOR yeast – modulators of CIT2-GFP expression in yeast, primary screen, S. cerevisiae, GFP fusion, multiplex flow cytometry, MLPCN library. S. cerevisiae CIT2-GFP strain, 3 h; 100 means same as DMSO wells. GFP response vs DMSO, % at 10 µM. 0.065% of 320,000 active;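 active = GFP response relative to DMSO above a set limit, near the screen mean plus 3 SD, cut at about 150% in these data; inconclusive = Fewer than 70 cells measured for a yeast strain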;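 note: ratio of well median GFP fluorescence to mean of DMSO wells on the plate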
RPL19A-GFP yeast – RPL19A-GFP expression modulators in yeast, primary screen, cell-based, S. cerevisiae, multiplex flow cytometry, MLPCN; percent response vs DMSO, % at 10 µM; S. cerevisiae RPL19A-GFP strain, 3 h; active compounds read low; 0.3% of 330,000 active;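 active = percent response vs DMSO below 50%; inconclusive = fewer than 70 events counted for the yeast strain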;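 note: median channel GFP fluorescence of the barcoded RPL19A-GFP strain; ratio of sample median GFP to plate DMSO average so 100% = DMSO; lower means less RPL19A-GFP as with rapamycin TOR inhibition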
Efflux pump mplx – inhibitors of Candida efflux pumps in yeast, primary screen, S. cerevisiae, Nile Red, multiplex; S. cerevisiae Candida pump triplex; inhibition, % at 10 µM; 0.44% of 330,000 active; AID 485275, 2010;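 active = plate passing quality check with inhibition over a set limit, or well fluorescence over plate mean plus 4 SD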;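 note: Nile Red retained in pooled yeast measured as flow cytometry median fluorescence; 0% = buffer negative control and 100% = Enniatin B positive control; higher means more Nile Red kept so more efflux inhibition; some compounds called inactive have numbers as strong as hits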
AGP1-GFP MLPCN – modulators of AGP1-GFP expression in yeast TOR pathway, primary screen, cell-based, multiplex flow cytometry, S. cerevisiae, MLPCN library | GFP response vs DMSO, % at 10 µM | 0.02% of 320,000 active | 3 h; GFP as percent of DMSO wells;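 active = GFP response relative to DMSO above a set limit, near screen average plus 3 SD, cut at about 150% in these data; inconclusive = fewer than 70 cells counted for the yeast strain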;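 note: median GFP channel fluorescence of the gated AGP1 strain per well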
LAP4 TOR yeast – modulators of LAP4-GFP expression in yeast, primary screen, S. cerevisiae, multiplex flow cytometry, MLPCN library; 3 h; median GFP as percent of DMSO wells; 0.34% of 320,000 active; GFP response vs DMSO, % at 10 µM;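 active = GFP response vs DMSO above a set limit, about the screen mean plus 3 SD, cut at about 150% in these data; inconclusive = under 70 cell events counted for the yeast strain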
MEP2-GFP yeast – modulators of MEP2-GFP levels in yeast, primary screen, S. cerevisiae, multiplex flow cytometry, MLPCN library; S. cerevisiae MEP2-GFP strain, 3 h; 100% = DMSO control level; GFP response vs DMSO, % at 10 µM; 0.51% of 330,000 active;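 active = GFP response versus DMSO above a set limit, roughly screen mean plus 3 SD, cut at about 180% in these data; inconclusive = fewer than 70 cells counted for a yeast strain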;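 note: median GFP fluorescence of the barcode-gated MEP2-GFP cells per well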
* = called active by the depositor; ? = inconclusive; . = no result given.

[1] CC(Sc1nncn1C)C(=O)Nc1nnc(C(C)C)s1 (stereo not drawn)
[2] COc1ccccc1C(CNC(=O)c1cccc(NS(=O)(=O)c2ccc(Br)cc2)c1)N(C)C (stereo not drawn)
[3] N#Cc1ccc(-c2ccc(F)cc2)nc1SCC(=O)Nc1sc2c(c1C#N)CCC2
[4] CCOC(=O)c1c(C)nc2c(c(SC)nn2-c2ccccc2)c1N
[5] COC(=O)Cn1c(=NC(=O)c2cc(OC)c(OC)c(OC)c2)sc2cc(OC)ccc21
[6] Cn1cc(C(=O)NS(=O)(=O)Nc2ccc(Br)cc2)c2ccccc21
[7] O=C(O)c1ccc(-c2ccc(Cl)cc2Cl)o1
[8] O=C(NNC(=O)c1ccccc1-n1cccc1)c1cncc(Br)c1

assay / compound	1	2	3	4	5	6	7	8
CR mimetic SO	111	84	103	98	109	94	124	100
AHR act	6	4	23	2	0	4	-1	7
CIT2 TOR yeast	97	85	107	?	98	109	76	94
RPL19A-GFP yeast	98	95	99	93	97	101	81	99
Efflux pump mplx	-0.2	0.4	0.0	-0.1	-0.1	-0.1	0.1	0.4
AGP1-GFP MLPCN	99	93	102	?	94	107	69	99
LAP4 TOR yeast	100	93	96	112	91	96	98	96
MEP2-GFP yeast	95	96	97	?	99	107	93	97

[9] Cc1ccc(C(=O)c2c[nH]c(C(=O)NCCCN3CCOCC3)c2)cc1
[10] O=c1c2ccccc2oc2cc(-c3ccc4cc[nH]c4c3)ccc12
[11] O=C(NCCn1cccc1)c1cccc2ccccc12
[12] Cc1nc(NCCOc2ccccc2)sc1C(=O)Nc1ccccc1
[13] COC(=O)N/N=C(\C)c1ccc(OC(F)F)cc1
[14] COc1ccccc1NC(=S)N1CCc2cc(OC)c(OC)cc2C1
[15] Cc1ccccc1OCC(=O)OCC(=O)Nc1cc(C(F)(F)F)ccc1N1CCOCC1
[16] COC(=O)C(Cc1ccc(OC(=O)c2ccc(C(F)(F)F)cc2)cc1)N1Cc2ccccc2C1=O (stereo not drawn)

assay / compound	9	10	11	12	13	14	15	16
CR mimetic SO	124	93	105	97	93	94	104	93
AHR act	8	-2	8	88*	4	10	-1	2
CIT2 TOR yeast	89	82	96	85	103	104	102	102
RPL19A-GFP yeast	95	109	100	98	107	104	108	106
Efflux pump mplx	-0.1	0.2	0.2	0.0	0.1	-0.1	0.0	-0.1
AGP1-GFP MLPCN	97	96	99	99	94	104	106	105
LAP4 TOR yeast	100	89	110	117	97	105	100	101
MEP2-GFP yeast	95	93	100	96	104	105	112	108

[17] c1ccc(-n2c(-c3ccco3)nnc2-c2ccco2)cc1
[18] Cc1ccc2[nH]c(=O)c(CN(CC3CCCO3)C(=S)Nc3ccccc3)cc2c1 (stereo not drawn)
[19] CCOc1ccc(/C=C2/Sc3ccc(C(=O)N4CCOCC4)cc3N(C)C2=O)cc1OC
[20] Cc1cc(C)n2nc(SCC(=O)c3cc(C)n(-c4cc(C)on4)c3C)nc2n1
[21] Cc1nc(-c2ccc(C(=O)Nc3ccccc3F)cc2)cs1
[22] CC1CCN(C(=O)c2cc(-c3ccc(Cl)c(Cl)c3)on2)CC1
[23] N#Cc1ccc(-c2ccc(OCC(O)CN3CCOCC3)cc2)cc1 (stereo not drawn)
[24] Cc1snc(S(=O)(=O)/C(C#N)=N\Nc2ccccc2)c1C#N

assay / compound	17	18	19	20	21	22	23	24
CR mimetic SO	97	111	91	106	120	75	94	103
AHR act	4	24	8	-3	-8	-3	6	10
CIT2 TOR yeast	105	119	105	87	103	112	97	107
RPL19A-GFP yeast	102	106	105	90	104	101	101	102
Efflux pump mplx	0.0	-0.5	-0.3	-0.1	-0.3	0.0	0.0	0.0
AGP1-GFP MLPCN	105	96	105	91	94	111	99	102
LAP4 TOR yeast	97	89	104	99	98	110	93	110
MEP2-GFP yeast	101	75	105	93	111	110	103	107

A different layout for some results above:
19	CCOc1ccc(/C=C2/Sc3ccc(C(=O)N4CCOCC4)cc3N(C)C2=O)cc1OC
  CR mimetic SO = 91 | AHR act = 8 | CIT2 TOR yeast = 105 | RPL19A-GFP yeast = 105 | Efflux pump mplx = -0.3 | AGP1-GFP MLPCN = 105 | LAP4 TOR yeast = 104 | MEP2-GFP yeast = 105
21	Cc1nc(-c2ccc(C(=O)Nc3ccccc3F)cc2)cs1
  CR mimetic SO = 120 | AHR act = -8 | CIT2 TOR yeast = 103 | RPL19A-GFP yeast = 104 | Efflux pump mplx = -0.3 | AGP1-GFP MLPCN = 94 | LAP4 TOR yeast = 98 | MEP2-GFP yeast = 111

Continued.
[25] COC(c1ccccc1)c1nnc(CCC(=O)N(C)Cc2cccc(-n3cccn3)c2)o1 (stereo not drawn)
[26] COCCNC(=O)CCc1ccc(S(=O)(=O)Nc2ccc(C)cc2)cc1
[27] Cc1cc(NC(=O)COc2c(C)cccc2C)no1
[28] CC1(C(=O)NC2CCCCCCC2)CCC(=O)N1Cc1cccnc1 (stereo not drawn)
[29] COC(=O)CN1C(=S)N(Cc2ccccc2)C(=O)C1CC(=O)Nc1ccc(Br)cc1 (stereo not drawn)
[30] COc1ccc(Cl)cc1S(=O)(=O)N1CCCC1=O
[31] Cc1ccc(N/N=C/C=C/c2ccco2)cc1
[32] COc1ccc(NC(=O)Cc2nnc(SCC(=O)NC3CCCCC3)n2C)cc1

assay / compound	25	26	27	28	29	30	31	32
CR mimetic SO	105	100	108	87	98	98	78	114
AHR act	5	-1	1	-2	3	0	10	0
CIT2 TOR yeast	102	99	96	102	106	111	88	102
RPL19A-GFP yeast	99	100	101	95	97	102	103	100
Efflux pump mplx	0.0	-0.1	0.1	0.0	-0.1	0.2	-0.1	-0.1
AGP1-GFP MLPCN	109	101	105	104	104	104	75	101
LAP4 TOR yeast	109	96	107	88	110	105	108	104
MEP2-GFP yeast	103	100	98	99	105	102	107	103

[33] CC(=O)CSc1nnc(-c2ccc(S(=O)(=O)N3CCC(C)CC3)cc2)o1
[34] CCOC(=O)C1CCCN(C(=O)c2cc(Cl)ccc2Cl)C1 (stereo not drawn)
[35] CCCC(=O)N(c1ccccc1)C1C=CS(=O)(=O)C1 (stereo not drawn)
[36] C[C@@H]1CCC(=O)N(CC[C@H](Sc2ccccc2)c2ccccc2)CC1
[37] O=S(=O)(NCCc1ccccc1)c1cccc(S(=O)(=O)N2CCOCC2)c1
[38] Cc1ccc(C)c(S(=O)(=O)NCc2ccc(C(=O)N3CC(C)OC(C)C3)cc2)c1 (stereo not drawn)
[39] Cc1cccc(OCc2nnc(SCC(=O)N3CCCCC3)o2)c1
[40] C/C(=N\NC(N)=O)c1ccc(Cl)s1

assay / compound	33	34	35	36	37	38	39	40
CR mimetic SO	99	106	112	104	105	97	102	93
AHR act	-1	-1	-1	0	0	0	0	1
CIT2 TOR yeast	99	104	101	83	102	110	96	107
RPL19A-GFP yeast	95	108	107	99	103	101	105	99
Efflux pump mplx	0.4	0.0	-0.2	0.1	-0.1	0.0	-0.3	0.0
AGP1-GFP MLPCN	101	104	104	97	100	.	92	100
LAP4 TOR yeast	93	111	95	109	96	81	95	110
MEP2-GFP yeast	95	106	106	101	97	94	111	99

[41] Clc1ccccc1Sc1ccc(-c2ccccn2)s1
[42] Cc1nn(-c2ccccc2)c(Cl)c1/C=N/NC(=O)CCNc1n[nH]c(=O)[nH]c1=O
[43] O=C(O)CCN1C(=O)c2ccc(NC(=O)CSCc3ccccc3)cc2C1=O
[44] CC(=O)Nc1sc(C)c(C)c1C(=O)OCCOc1ccccc1
[45] O=C(Nc1cccc(Cl)c1)c1cnc[nH]1
[46] COc1cc(OC)cc(C(=O)/C=C2\Sc3ccccc3N2C)c1
[47] COc1ccc(S(=O)(=O)Nc2ccccc2C(=O)OC2CCCN(C)C2)cc1OC (stereo not drawn)
[48] CC(C)(C)c1cnnn1-c1ccc(C=O)cc1

assay / compound	41	42	43	44	45	46	47	48
CR mimetic SO	115	104	91	90	76	100	113	103
AHR act	-2	9	-1	-1	26	-3	-2	1
CIT2 TOR yeast	.	96	114	95	111	95	92	103
RPL19A-GFP yeast	98	97	107	95	105	97	101	100
Efflux pump mplx	0.0	-0.1	-0.2	0.0	0.5	-0.3	0.1	-0.1
AGP1-GFP MLPCN	.	102	115	96	101	98	105	105
LAP4 TOR yeast	.	106	103	96	95	100	87	103
MEP2-GFP yeast	100	100	107	101	104	100	92	106

[49] c1ccc(SCc2nc(-c3ccccn3)no2)cc1
[50] CCNc1nc(NCC)nc(ON=C(C)C)n1
[51] COCC(=O)Nc1cc(C(=O)OC)cc(C(=O)OC)c1
[52] O=C(CSc1nnc(Cc2cccs2)n1C1CCCCC1)N1CCCc2ccccc21
[53] CCC/C=C1/CCCOC(C(=O)NCc2cc(C)n(C)n2)(C(F)(F)F)C1 (stereo not drawn)
[54] Cc1cc(C2(c3ccc(O)c(C)c3)OC(=O)c3ccccc32)ccc1O
[55] N#Cc1c(NC(=O)c2ccco2)sc2c1CCC2
[56] Clc1cc(Cl)c2nc(N3CCOCC3)sc2c1
[57] COc1cccc(OC)c1OCCCOc1ccc([N+](=O)[O-])cc1Cl
[58] CCOC(=O)c1nnc(-c2ccc(C)cc2)nc1Oc1ccccc1Cl

assay / compound	49	50	51	52	53	54	55	56	57	58
CR mimetic SO	114	101	95	86	91	104	97	100	113	123
AHR act	-3	10	-3	1	5	8	4	33	4	27
CIT2 TOR yeast	102	102	90	96	73	100	96	92	88	89
RPL19A-GFP yeast	91	100	93	102	97	101	103	98	96	96
Efflux pump mplx	0.5	0.0	-0.2	0.2	-0.1	0.0	-0.1	-0.2	0.2	0.0
AGP1-GFP MLPCN	.	102	82	99	84	97	89	87	97	101
LAP4 TOR yeast	109	95	78	102	98	97	71	108	107	107
MEP2-GFP yeast	117	107	90	107	91	102	89	98	99	98

High-throughput results from PubChem.
